KCNH2 3.1 block = inhibitors of human KCNH2 3.1 potassium channel isoform. U2OS KCNH2 3.1, thallium flux FluxOr; stronger effect = lower value. activity change, % (tested at about 1.8 µM). actives 0.95% (n = 340,000);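 active = maximum activity change below -70%; inconclusive = maximum activity change from -70% to -50%; inactive = maximum activity change above -50%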;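 note: thallium influx rate constant from kinetic fluorescence after stimulation buffer; % is set by controls: 0 for no effect and ±100 for the full control effect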
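Steps: virus added to U2OS suspension (4 h, RT, dark); medium with 10% FBS added, cells plated, 37 C overnight; FluxOr/Red40 loading buffer 45 min RT; stimulation buffer, 2 min kinetic read; rate constant normalized.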
TRPV1 agonist = human TRPV1 agonism | Q8NER1 | TRPV1-expressing cells, Fluo-8 calcium influx, agonist mode | activation, % at 8.33 µM | actives 0.19% (n = 320,000) | AID 540275; in the data active = activation above about 80%; inconclusive = between about 30% and that limit; note: 0% is about no effect
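TRPV1-expressing cells were cultured overnight at 35.5C and loaded with Fluo-8 calcium dye for 40 to 90 min at room temperature. After a 10 s baseline, compound was added and calcium influx was read kinetically for 3 min (ex 480/em 520 nm).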
B2AR arrestin = agonists driving beta-arrestin recruitment to human beta2-adrenergic receptor; P07550; beta-arrestin recruitment to beta2AR, cell-based reporter; Potency, µM (top dose mostly 46.1 µM), for inactives: at the top dose activation, actives largely listed as activators; actives 0.02% (n = 330,000); AID 492947;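 note: potency is the fitted concentration of half-maximal effect; 0% = DMSO controls and full agonism = EC100 isoproterenol or metaproterenol; nearly all actives have a fitted effect of over 65% in size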
Coupling enz = coupling enzyme interference in Giardia aldolase counter-screen; activity change, negative = inhibition, % at 58.2 µM, hits read low; actives 0.67% (n = 290,000); coupling enzyme system counterscreen, AmpLite Red fluorescence; in the data active = activity change below about -30%; note: % is set by controls: 0 for no effect and ±100 for the full control effect
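First, compound is pin-transferred into glyceraldehyde-3-phosphate coupling-enzyme reagent at 57.5 uM final and held 10 min at RT. Next, substrate, coupling system and AmpLite Red are added. After 20 min RT, fluorescence (525/598 nm) is read.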
USP2a inh = blocks human ubiquitin-specific protease USP2a | AID 463254 | USP2 core, Ub-CHOP2 coupled fluorogenic reporter, 485/531 | actives 0.01% (n = 330,000) | Potency, µM (titrated, usually from 38.3 µM), for inactives: top-dose activity change, negative = inhibition, actives largely listed as inhibitors;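 note: potency is the fitted concentration of half-maximal effect; plate controls were DMSO wells for no effect and full inhibition by NEM control for full effect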
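USP2 core (10nM final) preincubated 30min RT with compound in 20mM Tris-HCl pH 8.0, 2mM CaCl2, 2mM beta-mercaptoethanol, 0.05% CHAPS; 25nM Ub-CHOP2 plus 25nM reporter substrate added, fluorescence (Ex485/Em531) read after 60min.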
PKM2 act = PKM2 (human) enzyme activation. Potency, µM (series often up to 57.5 µM), without a hit: at the top dose activation, usual class: activators. actives 0.34% (n = 260,000). P14618. purified PKM2, Kinase-Glo ATP luminescence, activation; response scale: 0% is enzyme alone, no compound; note: potency is the fitted concentration of half-maximal effect; % is set by controls: 0 for no effect and ±100 for the full control effect; nearly all actives have a fitted effect of over 55% in size
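Purified hPK-M2 (>95%) run at intermediate activity with 0.1 mM ADP and 0.5 mM PEP in 50 mM imidazole pH 7.2, KCl, MgCl2; 1 h room temperature. ATP formed read by Kinase-Glo luminescence; normalized to uninhibited and no-enzyme controls.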
Menin-MLL TR inh = inhibitors of human menin-MLL interaction, mutant MLL peptide; O00255; Potency, µM (titrated, usually from 61.6 µM), for inactives: at the top dose FP activity change, negative = inhibition, hits mostly inhibitors; actives 0.23% (n = 270,000); AID 1768; Menin + Texas Red MLL mutant peptide, fluorescence polarization; active = well fitted inhibition curve with a large enough effect in the polarisation, with a control signal flat, not every such curve was filed as active; inconclusive = small, poorly fitted or top-dose-only effect, or effect the other way, or a change in a side signal; inactive = no such curve, though single readings can be large or run the other way; the % refers to the polarisation; note: potency is the fitted concentration of half-maximal effect; % of control where 0% means no effect; many of its hits are not listed in these tables
GALK inh = inhibitors of human galactokinase. actives 0.007% (n = 270,000). Potency, µM (series often up to 57.5 µM), for the others: at the highest dose activity change, negative = inhibition, most hits filed as inhibitors. P51570. Purified GALK, Kinase-Glo residual ATP luminescence; note: potency is the fitted concentration of half-maximal effect; % is set by controls: 0 for no effect and ±100 for the full control effect
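Human GALK (5 nM) with 35 uM ATP and 100 uM galactose in 20 mM HEPES pH 8.0, 5 mM MgCl2, 60 mM NaCl, 1 mM DTT, 0.01% BSA. After 1 h at room temperature, leftover ATP was read by Kinase-Glo Plus luminescence.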
KCNH2 WT inh = inhibitors of human wildtype KCNH2 potassium channel; U2OS, BacMam KCNH2, thallium flux FluxOr; stronger effect = lower value; activity change, % at 1.84 µM; actives 0.37% (n = 340,000);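 active = maximum activity change below -70%; inconclusive = maximum activity change between -70% and -50%; inactive = maximum activity change above -50%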; note: % is set by controls: 0 for no effect and ±100 for the full control effect
Target sequence (Q12809 whole entry, looked up): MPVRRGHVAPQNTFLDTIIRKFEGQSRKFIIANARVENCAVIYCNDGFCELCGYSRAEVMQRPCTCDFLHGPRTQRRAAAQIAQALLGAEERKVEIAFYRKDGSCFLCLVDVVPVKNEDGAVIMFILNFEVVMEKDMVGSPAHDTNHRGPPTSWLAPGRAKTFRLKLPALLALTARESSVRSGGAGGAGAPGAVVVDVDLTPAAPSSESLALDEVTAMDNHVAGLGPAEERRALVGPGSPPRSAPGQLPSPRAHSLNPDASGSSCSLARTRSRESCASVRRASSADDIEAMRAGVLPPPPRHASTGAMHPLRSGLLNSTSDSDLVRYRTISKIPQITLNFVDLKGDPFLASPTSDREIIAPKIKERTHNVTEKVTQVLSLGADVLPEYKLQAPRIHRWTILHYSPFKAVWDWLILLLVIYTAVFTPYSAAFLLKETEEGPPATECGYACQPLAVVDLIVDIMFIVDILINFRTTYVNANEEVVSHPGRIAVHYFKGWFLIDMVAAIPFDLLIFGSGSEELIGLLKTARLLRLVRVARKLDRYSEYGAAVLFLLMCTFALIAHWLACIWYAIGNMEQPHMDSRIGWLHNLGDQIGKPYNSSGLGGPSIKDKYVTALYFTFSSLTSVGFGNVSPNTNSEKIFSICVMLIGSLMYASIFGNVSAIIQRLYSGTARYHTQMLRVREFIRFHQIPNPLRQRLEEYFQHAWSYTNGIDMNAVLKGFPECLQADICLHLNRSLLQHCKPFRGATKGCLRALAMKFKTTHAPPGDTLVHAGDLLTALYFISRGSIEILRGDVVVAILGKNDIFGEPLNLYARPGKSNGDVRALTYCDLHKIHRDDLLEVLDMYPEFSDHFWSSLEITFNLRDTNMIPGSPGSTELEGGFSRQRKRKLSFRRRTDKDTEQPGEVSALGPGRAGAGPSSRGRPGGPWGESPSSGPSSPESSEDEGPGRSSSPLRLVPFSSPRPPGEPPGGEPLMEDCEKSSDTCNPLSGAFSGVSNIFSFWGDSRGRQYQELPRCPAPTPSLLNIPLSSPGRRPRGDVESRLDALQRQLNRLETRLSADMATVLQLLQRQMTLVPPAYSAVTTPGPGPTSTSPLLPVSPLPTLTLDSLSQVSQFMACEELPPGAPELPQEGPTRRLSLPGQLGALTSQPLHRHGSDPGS
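U2OS cells transduced with wild-type KCNH2 virus are loaded with FluxOr dye for 45 min, and thallium flux is measured in kinetic reads before and after stimulation buffer. Rate constants are normalized to DMSO controls.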
Giardia killer = kills Giardia lamblia; Giardia lamblia trophozoite viability; activity change, % at 7.66 µM, hits read low; actives 0.15% (n = 340,000); AID 540267; in the data active = activity change below about -80%; inconclusive = between about -30% and that limit;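 note: parasites exposed to compound for two days anaerobically before the ATP read; % is set by controls: 0 for no effect and ±100 for the full control effect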
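Compounds were tested on trophozoites seeded at 100 cells/well and held 48 hrs at 37 deg C anaerobically. An ATP-based luminescent kit measured the remaining live cells.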
MLL CXXC-DNA inh = MLL CXXC-DNA interaction inhibition | MLL-CXXC / FITC-HOXA9 DNA fluorescence polarization | Potency, µM (top dose mostly 115 µM), for the others: at the top dose activity change, negative = inhibition, hits mostly inhibitors | actives 0.037% (n = 290,000) | AID 2662; active = well fitted inhibition curve with a large enough effect in the polarisation, with a control signal flat, not every such curve was filed as active; inconclusive = small, poorly fitted or top-dose-only effect, or effect the other way, or a change in a side signal; inactive = no such curve, though single readings can be large or run the other way; the % refers to the polarisation; note: potency is the fitted concentration of half-maximal effect
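Purified MLL-CXXC (added from a 7 uM solution) was preincubated 5 min at ambient with pinned compounds in 50 mM Tris-HCl pH 7.5, 50 mM NaCl, 1 mM DTT, 0.05% BSA. Fluorescein-labeled HOX-A9 DNA (50 nM solution) followed, 30 min, then polarization read.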
Starred values were filed as active, the others as inactive; ? = inconclusive; nt = no result given; & = joins results of further samples; [ ] = remark or other dose. Unless noted, calls come from the whole dose curve; as a rule, active = well fitted curve in the direction sought with a large enough effect; inconclusive = small, poorly fitted or top-dose-only effect, or another doubt; inactive = no such curve, though single readings can be large; an effect the other way counts as inactive or inconclusive. An excerpt; the hit share may differ from the screen's.

SMILES	KCNH2 3.1 block	TRPV1 agonist	B2AR arrestin	Coupling enz	USP2a inh	PKM2 act	Menin-MLL TR inh	GALK inh	KCNH2 WT inh	Giardia killer	MLL CXXC-DNA inh
CCN(CC)CC(O)CCCCCCCCC(=O)OC (stereo not given)	-2.7	-7.0	-0.1%	-0.5	-0.9%	-10.5%	nt	0.1%	1.5	3.2	-7.1%
COc1cc2ccccc2cc1C(=O)O	2.9	-3.1	0.0%	-3.8	6.9%	-2.5%	nt	-0.5%	-1.3	1.2	-11.3%
Cc1cc(C)c2nc(C(F)(F)F)c(C#N)c(N)c2c1	-0.5	-0.3	-0.2%	1.8	2.9%	-0.3%	12.5%	2.0%	-15.0	-0.9	-10.2%
C/C=C(/C(=C/C)c1ccc(O)cc1)c1ccc(O)cc1	nt	-5.8	1.46µM*	4.4&10.7	-1.2%	-1.1%	23.8%&34.6%	1.8%	nt	12.0	-4.4%
COc1ccc(C(=O)N(Cc2ccccc2)Cc2cc3cc4c(cc3[nH]c2=O)OCCO4)cc1	1.0	1.3	-3.7%	8.2	-7.4%	-6.8%	27.1%	3.2%	30.2	4.0	15.9%
Cc1ccc(NC(=O)COC(=O)C2C3CC4OC(=O)C2C4C3)cc1 (stereo not given)	-22.2	0.0	-0.1%	-0.2	2.8%	nt	nt	-1.0%	0.5	9.8	-3.5%
N#CC(C(=O)OCc1ccccc1)c1nc2ccccc2nc1N1CCOCC1 (stereo not given)	-4.5	29.1	-0.1%	-0.9	25.4%	1.4%	7.2%	-1.4%	2.8	-3.4	0.9%
CCC(=O)N(Cc1cc2cc(OC)ccc2[nH]c1=O)c1ccc(C)cc1C	3.5	14.8	12.5%	9.0	2.7%	0.8%	2.9%	1.8%	-6.6	0.6	-1.5%
CCOC(=O)c1sc(NC(C)=O)cc1C	-4.1	-0.5	0.4%	0.9	-1.5%	-1.2%	-8.3%	1.6%	-3.6	-6.2	0.4%
COc1ccc(NC(=O)CN(C)CC(=O)Nc2ccccc2SC)cc1Cl	8.3	17.8	0.1%	2.9	-0.1%	4.1%	72.9%[activator]	0.3%	-9.8	8.5	-0.2%
COc1ccc(NC(=O)C(C)N2c3cccc4cccc(c34)S2(=O)=O)c(OC)c1 (stereo not given)	-12.3	1.2	2.8%	-1.1	0.2%	nt	nt	-0.4%	-11.1	2.2	13.2%
O=C(NC1CCCc2ccccc21)C(Cc1ccccc1)NS(=O)(=O)c1cccs1 (stereo not given)	3.2	3.0	1.2%	4.2	-4.2%	8.9%	9.0%	-0.2%	14.0	-4.9	52.4%[activator]
CCN(CC(=O)NCc1ccc(Cl)cc1)C(=O)CSc1ccccc1F	-12.6	18.9	-2.4%	nt	0.3%	nt	nt	nt	7.3	12.0	nt
COc1ccccc1NC(=O)CC(=O)Nc1ccccc1OC	12.8	-2.0	-0.1%	2.2	1.5%	nt	13.0%	-3.3%	5.7	-14.2	11.4%
CC(/C=C1\N=C(SCc2ccccc2Cl)SC1=O)=C\c1ccccc1	0.7	-0.5	0.2%	-1.8	-0.4%	3.9%	13.1%	5.9%	-3.5	-3.7	0.9%
CCC1(c2ccc(F)cc2)NC(=O)N(CC(=O)Nc2cccc(S(=O)(=O)N3CCCCC3)c2)C1=O (stereo not given)	-9.1	-0.2	-2.9%	nt	-2.3%	nt	nt	nt	-0.7	4.2	nt
Cc1nc2nc[nH]n2c(=O)c1CCOC(=O)c1ccccc1F	-15.9	-1.1	-0.9%	6.2	-0.2%	6.5%	-8.1%	1.3%	7.5	-14.2	-9.7%
CCCS(=O)(=O)N1CCCC(c2nc(-c3cccc(OC)c3)no2)C1 (stereo not given)	11.9	7.2	-0.6%	11.5	-4.3%	3.8%	0.8%	7.2%	-16.1	-6.9	3.1%
COc1ccc2oc(=O)c(C(=O)NCc3ccc4c(c3)OCO4)cc2c1	3.6	4.8	3.2%	4.5	3.2%	21.3%	5.2%	0.0%	-10.4	6.2	-4.2%
C/C(=N\NS(=O)(=O)c1ccccc1)c1ccc2c(c1)OCCO2	3.1	1.7	-0.3%	-0.5	2.3%	-1.4%	-9.9%	0.7%	-14.4	-4.5	-8.3%
O=C(Cc1ccccc1)NC(NC(=O)Cc1ccccc1)c1cccc([N+](=O)[O-])c1	11.7	-0.9	0.3%	0.0	0.7%	-13.1%	12.7%	-0.8%	nt	13.3	-5.8%
CN(C)S(=O)(=O)c1ccc(NC(=O)CN2CCCCCC2)cc1	11.2	-1.0	-0.4%	6.1	2.0%	?	?	5.5%	-12.1	23.9	-2.1%
CC(C)CCNC(=O)C1CCN(C(=O)N(C)C)CC1	1.3	1.0	-0.1%	1.3	-0.5%	-0.2%	-0.2%	1.0%	-4.1	14.4	-0.4%
O=C(O)C1CC(=O)N(Cc2ccc3c(c2)OCO3)C1 (stereo not given)	-4.7	-1.4	0.1%	1.7	1.9%	0.0%	-1.5%	-2.9%	10.0	24.7	1.0%
Cn1nnnc1SCC(=O)C(C)(C)C	-28.6	-3.2	-0.1%	-3.7	3.8%	9.7%	0.4%	-1.4%	-14.8	-12.2	-5.9%
C/C(=N\OCc1nc2ccccc2c(=O)n1/N=C/c1cc([N+](=O)[O-])ccc1O)c1ccccc1	1.3	10.7	-0.6%	-2.1	0.4%	1.9%	nt	nt	-0.5	25.3	-3.4%
Cc1ccc(NC2=C(Cl)C(=O)OC2OC(=O)c2ccco2)cc1 (stereo not given)	-9.5	-0.9	-0.2%	0.0	-3.6%	10.8%	4.8%	2.2%	-8.0	1.0	187.0%[activator]
Cn1cnc(S(=O)(=O)N2CCN(c3cccc(Cl)c3)CC2)c1	4.9	4.8	0.4%	-0.7	-1.4%	6.7%	0.2%	7.3%	-7.4	5.7	1.4%
CCCCCCNc1cc2n(c(=O)n1)CCc1cc(OC)c(OC)cc1-2	2.0	1.0	0.2%	1.9	0.5%	-2.0%	-22.8%	-1.6%	-8.9	-0.5	-3.6%
COc1ccc(NC(=O)Nc2ccc3nc(C)c(C)nc3c2)cc1	8.1	-9.4	-0.1%	0.6	3.6%	2.0%	13.4%	3.4%	-9.2	-12.4	16.6%
O=C(N/N=C/c1ccc([N+](=O)[O-])o1)c1cn(-c2ccccc2)nc1-c1ccccc1	-6.5	-1.4	-0.1%	0.4	0.8%	1.3%	?	-2.8%	-2.1	-94.6*	6.3%
COCc1cc(C)nc(OCC(=O)N/N=C\c2cc(C)n(-c3cccc(C(F)(F)F)c3)c2C)c1C#N	-6.5	4.0	-0.1%	8.8	?	3.1%	-3.8%	0.2%	-1.8	-12.3	-1.3%
Cc1ccc(Nc2nc(C(=O)N3CCC(C(=O)NCc4ccccc4)CC3)cs2)cc1	-15.9	7.2	-0.6%	2.2	-0.6%	nt	?	-0.7%	-5.5	-18.3	6.0%
CCCCNC(=O)c1cc2cc(OC)ccc2[nH]1	6.9	nt	-0.5%	-2.4	1.0%	-1.9%	nt	-3.0%	3.0	2.4	8.4%
Cc1cc(C2=NNC(=NCc3ccccc3)SC2)c(C)n1-c1c(C)n(C)n(-c2ccccc2)c1=O	-14.1	-4.9	0.1%	-0.8	-2.0%	3.8%	3.4%	-1.5%	-3.1	-10.7	28.5%
COc1ccc(CN2C(=O)NC3(CCOc4ccccc43)C2=O)cc1F (stereo not given)	5.8	7.5	0.3%	-1.1	-0.2%	7.2%	9.5%	0.0%	-7.3	3.3	-16.5%
O=C(COc1cc(O)c2c(=O)cc(-c3ccccc3)oc2c1)c1ccccc1	-12.4	2.8	-0.5%	0.0	0.3%	-2.2%	-0.3%	nt	-6.4	-15.5	17.2%
Cc1c(NC(=O)c2cc(-n3cnnc3)ccc2Cl)cccc1-c1nc2ccccc2s1	-11.4	3.4	-0.1%	1.9	0.5%	0.3%	15.8%	0.7%	-13.3	-13.8	9.6%
COC(=O)c1sccc1-c1ccc(C(=O)Nc2ccccc2)o1	-15.6	nt	-0.2%	-1.2	-1.3%	0.6%	nt	-1.8%	11.7	7.9	3.4%
CCCCN1Cc2c(nc3cc(-c4ccco4)[nH]n3c2=O)C1=O	-2.2	-1.0	-0.9%	5.6	0.8%	24.4%	nt	-3.9%	-2.9	-14.1	9.7%
CN(Cc1ccco1)S(=O)(=O)c1nnc(NC(=O)c2ccccc2Cl)s1	16.0	1.8	-0.2%	nt	2.5%	nt	nt	3.3%	-2.0	12.6	2.2%
Cc1nc(C)c(-c2ccnc(/N=C/NO)n2)s1	3.4	-1.2	-0.6%	4.4	-0.2%	-0.3%	nt	13.2%	-6.5	-7.9	-3.5%
O=C(CSc1nnc2ccccn12)c1ccc(Cl)cc1	15.2	7.1	-0.1%	1.0	-2.6%	-4.8%	-2.2%	-0.5%	nt	?	2.0%

Source: PubChem
